GPR151 ag = activators of human GPR151. activation, % at 11.2 µM. Q8TDV0. AID 1508602. hit rate 1% among 650,000. PathHunter beta-arrestin GPR151 cells, luminescence; in the data active means activation above about 4.9%;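 further: 0% = median of compound wells and 100% = cells with positive control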
MITF primary = inhibitors of human MITF. O75030. AlphaScreen MITF homodimerization, bead proximity signal. inhibition, % at 2.6 µM. hit rate 0.91% among 650,000. AID 1259374; in the data active means inhibition above about 50%;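 further: 0% = vehicle wells with protein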
FBW7 activator = activators of human E3 ligase FBW7 | Q969H0 | AID 1259310 | hit rate 0.13% among 650,000 | AlphaScreen FBW7–phospho-cyclin E peptide binding, activator screen | normalized activity (activation), % at 26.1 µM; in the data active means normalized activity above about 1.9%;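 further: purified mutant Fbw7 with reduced substrate affinity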
Target sequence (Q969H0 whole entry, looked up): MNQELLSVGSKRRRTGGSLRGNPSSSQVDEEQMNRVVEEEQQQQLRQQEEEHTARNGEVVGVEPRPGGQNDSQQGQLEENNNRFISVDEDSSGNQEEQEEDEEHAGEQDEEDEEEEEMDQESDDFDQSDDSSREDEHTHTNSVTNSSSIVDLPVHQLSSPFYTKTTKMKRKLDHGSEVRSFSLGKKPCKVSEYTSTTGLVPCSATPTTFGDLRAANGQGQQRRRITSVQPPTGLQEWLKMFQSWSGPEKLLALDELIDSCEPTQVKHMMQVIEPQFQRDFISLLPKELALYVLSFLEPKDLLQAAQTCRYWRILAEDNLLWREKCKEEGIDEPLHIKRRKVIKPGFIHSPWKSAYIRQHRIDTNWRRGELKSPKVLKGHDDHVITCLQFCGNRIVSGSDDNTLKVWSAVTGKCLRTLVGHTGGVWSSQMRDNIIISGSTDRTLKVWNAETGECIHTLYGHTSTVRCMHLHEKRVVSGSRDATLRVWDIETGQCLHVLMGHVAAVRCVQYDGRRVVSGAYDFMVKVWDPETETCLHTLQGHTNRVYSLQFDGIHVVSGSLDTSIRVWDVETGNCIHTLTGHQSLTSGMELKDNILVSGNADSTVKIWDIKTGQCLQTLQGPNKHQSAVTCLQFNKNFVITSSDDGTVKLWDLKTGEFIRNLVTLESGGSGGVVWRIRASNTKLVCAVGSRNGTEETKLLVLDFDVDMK
TEAD-YAP inh = TEAD-YAP interaction inhibition; HEK-TIYL cells, TEAD-Gal4/YAP UAS-luciferase luminescence; inhibition, % at 9.12 µM; hit rate 1.4% among 640,000; in the data active means inhibition above about 32%;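 further: 0% = median of test compound wells and 100% = reference inhibitor wells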
* = called active by the depositor; & = joins results of further samples.

The first 16 records (preview)
SMILES,FBW7 activator,MITF primary,GPR151 ag,TEAD-YAP inh
CCC1CCCCN1S(=O)(=O)c1ccc(NC(=O)COc2ccc(C)cc2)cc1 (stereo unspecified),0.0,-12,-0.5,-9
CCc1ccc(/C=N\NC(=O)Cn2nnc3ccccc32)cc1,0.0,-3,0.5,-12
O=C(c1ccc(N2CCCC2=O)cc1)N1CCC2(CC1)OCCO2,0.0,-11,-0.9,-6
COc1ccc(C2=NN(C(=O)CSc3nnc(CNC(=O)c4cc(OC)cc(OC)c4)n3C)C(c3cccc(OC)c3OC)C2)cc1 (stereo unspecified),-0.1,-16,0.4,3
CC(C)N(CCNc1nc(Nc2ccc(N3CCOCC3)cc2)nc2c1ncn2-c1ccsc1)C(C)C,-0.2,-2,-1.6,39*
CCCCC(O)(CCCC)C(=O)NN(C(=O)Nc1ccccc1)c1ccccc1,0.0,13,0.5,5
N#Cc1ccc(NC(=O)c2cc3n(n2)C(C(F)(F)F)CC(c2ccc4c(c2)OCO4)N3)cc1 (stereo unspecified),0.4,5,-0.9,-1
CNC(=S)N/N=C(\C)c1ccc(Cl)c(Cl)c1,0.0,24,0.8,7
COc1ccc(NS(=O)(=O)c2ccc(NC(C)=O)cc2)c([N+](=O)[O-])c1,0.2,6,0.7,7
Cc1ccc(-c2nnc(Nc3ccc(OCC(N)=O)cc3)c3ccccc23)cc1S(=O)(=O)N1CCCCC1,0.1,19,0.1,7
Oc1c(C(Nc2ccccn2)c2ccc(OC3CCCC3)cc2)ccc2cccnc12 (stereo unspecified),-0.1,-1,0.1,29
COc1ccc(N=CC2=C(O)CC(c3ccc(F)cc3)CC2=O)c(OC)c1 (stereo unspecified),0.1,15,0.9,0
COc1cccc(NC(=O)CSc2nc3c(sc(=S)n3-c3ccc(C)c(C)c3)c(=O)n2-c2ccccc2)c1,-0.1,1,1.7,5
Cc1[nH]c2ccccc2c1CCNC(=O)c1ccc(C(F)(F)F)cc1,0.2,16,-0.8,-13
O=C1OC(c2ccc(Cl)cc2)=N/C1=C\c1cc(Br)cs1,-0.1,11,-0.7,-9
O=C(Nc1nc(-c2ccccc2)cs1)c1ccccc1Br,-0.2,4,1.3,-9

Results (from the top)
SMILES,FBW7 activator,MITF primary,GPR151 ag,TEAD-YAP inh
CCC1CCCCN1S(=O)(=O)c1ccc(NC(=O)COc2ccc(C)cc2)cc1 (stereo unspecified),0.0,-12,-0.5,-9
CCc1ccc(/C=N\NC(=O)Cn2nnc3ccccc32)cc1,0.0,-3,0.5,-12
O=C(c1ccc(N2CCCC2=O)cc1)N1CCC2(CC1)OCCO2,0.0,-11,-0.9,-6
COc1ccc(C2=NN(C(=O)CSc3nnc(CNC(=O)c4cc(OC)cc(OC)c4)n3C)C(c3cccc(OC)c3OC)C2)cc1 (stereo unspecified),-0.1,-16,0.4,3
CC(C)N(CCNc1nc(Nc2ccc(N3CCOCC3)cc2)nc2c1ncn2-c1ccsc1)C(C)C,-0.2,-2,-1.6,39*
CCCCC(O)(CCCC)C(=O)NN(C(=O)Nc1ccccc1)c1ccccc1,0.0,13,0.5,5
N#Cc1ccc(NC(=O)c2cc3n(n2)C(C(F)(F)F)CC(c2ccc4c(c2)OCO4)N3)cc1 (stereo unspecified),0.4,5,-0.9,-1
CNC(=S)N/N=C(\C)c1ccc(Cl)c(Cl)c1,0.0,24,0.8,7
COc1ccc(NS(=O)(=O)c2ccc(NC(C)=O)cc2)c([N+](=O)[O-])c1,0.2,6,0.7,7
Cc1ccc(-c2nnc(Nc3ccc(OCC(N)=O)cc3)c3ccccc23)cc1S(=O)(=O)N1CCCCC1,0.1,19,0.1,7
Oc1c(C(Nc2ccccn2)c2ccc(OC3CCCC3)cc2)ccc2cccnc12 (stereo unspecified),-0.1,-1,0.1,29
COc1ccc(N=CC2=C(O)CC(c3ccc(F)cc3)CC2=O)c(OC)c1 (stereo unspecified),0.1,15,0.9,0
COc1cccc(NC(=O)CSc2nc3c(sc(=S)n3-c3ccc(C)c(C)c3)c(=O)n2-c2ccccc2)c1,-0.1,1,1.7,5
Cc1[nH]c2ccccc2c1CCNC(=O)c1ccc(C(F)(F)F)cc1,0.2,16,-0.8,-13
O=C1OC(c2ccc(Cl)cc2)=N/C1=C\c1cc(Br)cs1,-0.1,11,-0.7,-9
O=C(Nc1nc(-c2ccccc2)cs1)c1ccccc1Br,-0.2,4,1.3,-9
CC(C)N(CCNc1nc(Nc2cccc(N(C)C)c2)nc2c1ncn2C1CCCCC1)C(C)C,0.2,12,-1.0,7
COc1cc(-c2cnc3ccc(NCc4ccco4)nn23)ccc1O,-0.2,-1,-0.3,4
CN(C)CCCN(CCCN(C)C)Cc1ccc(Br)cc1,0.1,54*,0.1,2
Cc1cc2nn(-c3ccc(Cl)cc3)nc2cc1NC(=O)c1ccco1,-0.1,8,0.1,-8
CCN1CCN(c2cc(C)c3cc(NC(=O)c4cc(=O)c5ccccc5o4)ccc3n2)CC1,-0.1,10,1.9,9
ClC12CC3CC(C1)CC(n1nnc4ccccc41)(C3)C2,1.0,11,0.2,4
O=c1oc2ccc(Br)cc2cc1-c1nc(-c2ccc(Br)cc2)cs1,0.1,15,0.1,1
CCCCN(C)C(=O)c1nn(-c2ccc(Cl)cc2)c(=O)c2ccccc12,0.0,6,-1.6,-6
CCC(C)(C)C1CCC2(CC1)NC(=S)N(c1ccccc1)N2 (stereo unspecified),-0.1,-8,-0.6,3
Oc1ccc(CCNc2cc(N3CCN(c4ccccn4)CC3)ncn2)cc1,0.1,10,2.7,17
Nc1nn2c(-c3ccccc3)cc(-c3ccccc3)nc2c1[N+](=O)[O-],0.0,-7,1.5,-6
O=C(NCCCN1CCCC1=O)c1cccc(-c2ccc3[nH]ccc3c2)n1,0.0,3,3.5,5
Cc1ccc(CNS(=O)(=O)c2ccc(F)c(C(=O)Nc3ccc(C(C)C)cc3)c2)cc1,-0.1,8,-0.4,9
CC(C)Nc1nc2ccccc2n2cnnc12,-0.1,-1,0.3,-7

2 entries from above, with each value named:
Compound: CNC(=S)N/N=C(\C)c1ccc(Cl)c(Cl)c1
  FBW7 activator = 0.0
  MITF primary = 24
  GPR151 ag = 0.8
  TEAD-YAP inh = 7

Compound: CC(C)N(CCNc1nc(Nc2ccc(N3CCOCC3)cc2)nc2c1ncn2-c1ccsc1)C(C)C
  FBW7 activator = -0.2
  MITF primary = -2
  GPR151 ag = -1.6
  TEAD-YAP inh = 39*

The listing continues:
SMILES,FBW7 activator,MITF primary,GPR151 ag,TEAD-YAP inh
Cc1cc(C)c(NC(=S)N(Cc2cccnc2)Cc2ccccc2Cl)c(C)c1,0.1,6,0.1,6
CCOc1cc(C#N)ccc1OCC(=O)Nc1ccc(Br)cc1,-0.1,-4,-0.6,11
Cc1nc2c(C(=O)NCc3ccc4c(c3)OCO4)c[nH]n2c(=O)c1Cc1ccccc1F,0.0,1,-1.4,-1
c1ccc(CCNc2ccc3ncc(-c4cccs4)n3n2)nc1,0.2,-4,0.4,80*
NS(=O)(=O)c1ccc(NC(=O)CSc2ncccn2)cc1,0.0,1,1.2,7
O=C(O)COc1ccc(Br)cc1/C=N/Nc1ccccn1,0.4,18,0.4,-1
O=C(NC(c1ccc(Cl)cc1)c1ccsc1)C1CCN(C(=O)N2CCOCC2)CC1 (stereo unspecified),1.4,-5,-1.3,-6
C/C(O)=c1/ccc2cccc3ncnc1c23,0.0,4,-0.6,-4
COCC(=O)NCc1ccc(OC)cc1,0.0,3,0.9,0
COc1ccc2oc(=O)c(C(=O)N3CCN(c4ccc(F)cc4)CC3)cc2c1,0.0,-18,-1.1,-7
CC(C)c1ccc(CNC(=O)C(C)N2C(=O)c3ccccc3C2=O)cc1 (stereo unspecified),0.0,10,2.3,13
CCc1ncc(CN2CCC(C(=O)Nc3ccc(-n4nc(C)cc4C)cc3)CC2)cn1,0.1,-4,-1.4,10
COC(=O)c1ccc(CSc2nc(C)cc(C)c2C#N)cc1,0.4,-27,0.3,-10
OCCNc1nc(Nc2cccc(O)c2)nc2ccccc12,0.2,18,-0.4,1
CCOC(=O)CSc1nc2sc3c(c2c(=O)n1-c1ccccc1)CCCCC3,0.1,-6,-0.2,0
Cc1ccccc1NC(=O)CSc1ncnc2sc(C)c(C)c12,0.2,11,-0.9,2
CCCN(C(=O)COc1cc(=O)n(C)c2ccccc12)c1ccccc1C,0.0,-1,-1.0,-16
CCn1c(SCC(=O)c2ccc(OC)cc2)nnc1-c1cccs1,0.6,1,-1.3,12
CC1CCC2C(=O)N(c3cccc(Cl)c3)C(=O)C2C1 (stereo unspecified),0.0,9,0.6,2
Cc1nnc(SCC(=O)Nc2ccc(Cc3ccc(NC(=O)CSc4nnc(C)s4)c(C(=O)O)c3)cc2C(=O)O)s1,0.9,11,2.9,11
CC1=C(C(=O)N2CCOCC2)C(c2ccccc2F)C2=C(CC(C)(C)CC2=O)N1 (stereo unspecified),0.1,0,2.9,-2
Cc1ccc(NC(=O)Cn2nnc(-c3c[nH]c4ccccc34)n2)c(C)c1,0.0,-6,0.6,17
CC1CCC2(CC1)NC(=O)N(C(=O)CCl)C2=O (stereo unspecified),-0.1,5,2.6,-13
CS(=O)(=O)N(CC(=O)NCCSc1ccccn1)c1ccccc1Br,-0.2,-18,0.2,5
COc1cccc(-c2c(NC(=O)c3ccc(OC)c(OC)c3)oc3ccccc3c2=O)c1,0.3,15,-0.1,-13
COc1ccc(N2C(=O)N(c3ccc([N+](=O)[O-])cc3)C3CS(=O)(=O)CC32)cc1 (stereo unspecified),-0.2,-11,0.0,-8
CC1=C(C(=O)OCC2CCCCC2)C(c2ccc3c(c2)OCO3)NC(=O)N1 (stereo unspecified),0.9,14,-1.6,8
COc1ccc(C)cc1S(=O)(=O)Nc1ccc2c(c1)OCO2,0.2,-3,2.7,5
O=C(c1ccccc1)N1CCN(C2CC3CCC2C3)CC1 (stereo unspecified),0.1,42,1.5,-7
C/C=C/COC(=O)C1=C(C)NC(=O)NC1c1ccc(O)c(OCC)c1 (stereo unspecified),-0.1,3,0.7,1
O=C1CCC(C(=O)Nc2ccc(F)c(Cl)c2)=NN1,0.1,-8,-4.7,-22
COc1ccc(Cc2cnc(NC(=O)COc3ccccc3OC)s2)cc1,0.5,-1,0.9,48*
COc1cc(CO)ccc1OCc1ccc(C)cc1,0.0,10,-1.4,-47
O=C(CN1CCN(c2ccc(Cl)cc2)CC1)Nc1ccccc1Cl,0.0,-2,-0.2,10
Cc1cc(C)cc(N2C(=O)CSC2c2ccccc2C(F)(F)F)c1 (stereo unspecified),0.0,10,0.1,-2
C=CCN1C(=O)c2oc3ccccc3c(=O)c2C1c1ccccc1 (stereo unspecified),0.1,-8,6.4*,-8
COc1ccc(Cl)cc1Nc1nc(-c2c(C)nc3cc(C)ccn23)cs1,0.0,8,-0.3,4
C=CCn1c(=O)c2c(nc3n(-c4ccc(OC)cc4)c(C)cn23)n(C)c1=O,0.1,-23,1.0,-1
CCOc1ccc(NC(=O)CSc2nc3cc(C(=O)NCc4ccco4)ccc3c(=O)n2C2CCCCC2)cc1,0.0,10,0.8,7
O=C(c1ccccc1Br)N1CCCCC1,-0.1,7,-1.0,7
COc1cccc(NC(=O)NCCNc2cc(N(C)C)nc(C)n2)c1,-0.2,-11,-0.5,-9
COc1cc(/C=N/NC(=O)CNc2n[nH]c(=O)[nH]c2=O)ccc1O,-0.1,2,-0.1,-1
COc1cc(OC)c(OC)cc1/C=C(\C#N)C(N)=S,0.3&-0.1,9&4,0.5&-1.6,-3&-2
NS(=O)(=O)c1ccc(NC(=S)NNC(=S)NC2CCCCC2)cc1,0.0,-87,2.0,2
CC(C)(C)c1cc(Sc2nnc(-c3ccc(C(N)=O)cc3)c3ccccc23)cc(C(C)(C)C)c1O,0.3,8,2.6,2
CC1(C)CC([N+](=O)[O-])([N+](=O)[O-])CC(C)(C)N1,0.2,-12,0.7,-4

Assay outcomes as filed in PubChem BioAssay.
